# Screens: PubChem, several laboratories
# ZTA DNA inh = blocks Epstein-Barr virus ZTA, an EBNA-1 counter-screen; inhibition, % at 11 µM; hit rate 0.15% among 320,000; P03206; AID 2234; ZTA-DNA binding, fluorescence polarization; in the data active = inhibition above about 33%
# EBNA-1 inhibitor = blocks EBNA-1 binding to DNA; AID 1950; hit rate 0.34% among 300,000; EBNA-1 DNA binding, fluorescence polarization; inhibition, % at 14.8 µM; in the data active = inhibition above about 28%
# procasp7 counter = counter-screen for procaspase-3 activators: activators of human procaspase-7; AID 463210; activation, % at 8.5 µM; recombinant procaspase-7, Ac-DEVD-pNA absorbance 405 nm; D23A/D198A/D206A triple mutant, cannot self-cleave; scale: DMSO 0, 5 µM enzyme 100; hit rate 0.093% among 330,000; P55210;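 active = percent activation above the screen-wide mean plus 3 SD, cut at about 25% in these data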
#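 System: Uncleavable procaspase-7 mutant enzyme; Amount: 2 µM procaspase-7 mutant as dispensed; Schedule: 1 h compound preincubation, 2 h substrate cleavage, 25 °C; Measured by: 405 nm absorbance of p-nitroaniline; Evaluation: percent activation from buffer-corrected 0–120 min absorbance change; Control set: low DMSO alone, high DMSO plus 5 µM PC-7.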
# LAP4 TOR yeast = modulators of TOR pathway LAP4-GFP in S. cerevisiae; S. cerevisiae LAP4-GFP multiplex, flow cytometry GFP, 3 h; median GFP as percent of DMSO wells; GFP response vs DMSO, % at 10 µM; hit rate 0.34% among 320,000; AID 2023;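 active = GFP response vs DMSO above a set limit, about the screen mean plus 3 SD, cut at about 150% in these data; inconclusive = under 70 cell events counted for the yeast strain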
# proCasp3 act = activators of human procaspase-3; P42574; recombinant procaspase-3 D3A, Ac-DEVD-pNA absorbance 405 nm; activation, % at 8.5 µM; hit rate 0.11% among 330,000;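 active = activation above the mean of all tested compounds plus 3 SD, cut at about 21% in these data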;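 also: 0% = DMSO alone and 100% = DMSO wells spiked with extra 5 µM PC-3 D3A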
#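 material = Procaspase-3 D3A mutant | probe or stimulus = Ac-DEVD-pNA | compound = single dose, 8.5 µM nominal compound, 0.8% DMSO | timing = 1 h preincubation, 2 h reaction | measured by = 405 nm absorbance of p-nitroaniline, reads at 0 and 120 min | benchmarks = DMSO-only low control, 5 µM PC-3 D3A high control | repeats = singlicate, each compound tested once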
# AHR act = activators of human aryl hydrocarbon receptor | AID 2796 | hit rate 2.5% among 320,000 | AHR-responsive luciferase reporter cells, luminescence | activation, % at 5 µM; in the data active = activation above about 47%;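 also: 0% = vehicle wells and 100% = reference agonist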
# RPL19A TOR yeast = alters RPL19A-GFP fluorescence in TOR pathway yeast screen; hit rate 0.3% among 330,000; percent response vs DMSO, % at 10 µM; S. cerevisiae RPL19A-GFP strain, flow cytometry, 3 h; active compounds read low;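 active = percent response vs DMSO below 50%; inconclusive = fewer than 70 events counted for the yeast strain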;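 also: median channel GFP fluorescence of the barcoded RPL19A-GFP strain; ratio of sample median GFP to plate DMSO average so 100% = DMSO; lower means less RPL19A-GFP as with rapamycin TOR inhibition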
# MEP2 TOR yeast = alters MEP2-GFP fluorescence in TOR pathway yeast screen. S. cerevisiae MEP2-GFP strain, flow cytometry GFP, 3 h; 100% = DMSO control level. GFP response vs DMSO, % at 10 µM. hit rate 0.51% among 330,000. AID 2016;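 active = GFP response versus DMSO above a set limit, roughly screen mean plus 3 SD, cut at about 180% in these data; inconclusive = fewer than 70 cells counted for a yeast strain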;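 also: median GFP fluorescence of the barcode-gated MEP2-GFP cells per well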
# * hit, by the source's call; u = inconclusive; x = no result given; [ ] = dose if it differs, or a comment.
SMILES,ZTA DNA inh,EBNA-1 inhibitor,procasp7 counter,LAP4 TOR yeast,proCasp3 act,AHR act,RPL19A TOR yeast,MEP2 TOR yeast
Cc1cccc(N2CCN(C(=O)CCC(=O)N3CC(C)Oc4ccc(C)cc43)CC2C)c1 (stereo not given),-2,5,3,102,-1,2,96,102
S=C1N(c2ccccc2)CN(CCN2CCOCC2)CN1c1ccccc1,-3,1,7,102,12,-3,94,93
CCN(C(=O)CSc1nnc(C)n1Cc1ccccc1)C1CCS(=O)(=O)C1 (stereo not given),18,-14,2,89,-5,-2,94,98
CN(c1ccccc1)S(=O)(=O)c1cccc(C(=O)NCCc2c[nH]c3ccccc23)c1,-4,-6,-1,94,10,7,96,98
CCOC(=O)c1ccc(NC(=O)Cc2coc3cc4c(cc23)CCC4)cc1,-8,6,8,109,-2,2,99,112
CCOc1ccccc1N1CN(CC)CNC1=S,-1,0,1,100,-4,4,99,104
O=C(Nc1cccc(C(=O)N2CCCCCC2)c1)c1ccco1,40*,1,-2,97,10,4,95,98
CCC(C)Nc1nc2c(c(=O)[nH]c(=O)n2C)n1CCC(C)C (stereo not given),-1,-15,10,88,-3,2,91,95
CCCN(C(=O)COC(=O)c1[nH]c(C)c(C(=O)OC)c1C)c1c(N)n(Cc2ccccc2)c(=O)[nH]c1=O,-3,-5,-3,119,0,7,103,97
COc1c(F)cc2[nH]c3c(c2c1F)CCNC3=O,-16,12,7,100,-2,1,103,103
Cc1ccc(OCC(=O)OCCN2C(=O)c3ccccc3C2=O)cc1C,-17,-15,-2,99,5,0,102,96
O=C(CNC(=O)C(c1ccccc1)c1ccccc1)N/N=C/c1cccnc1,-5,8,-1,113,-3,5,99,99
CSc1nc2ccccc2n1C(=O)NC1CCCCC1,13,-5,1,90,-10,1,90,102
CCCCC1CCC(C(=O)OC(C)C(=O)Nc2ccc(NC(C)=O)cc2)CC1 (stereo not given),4,-1,-6,93,-4,9,101,95
O=C(COC(=O)C1CC1)Nc1ccc(Oc2ccccc2)cc1,16,0,8,103,10,2,99,104
Cc1cc(/C=C2\C(=N)N3C(SCc4ccccc4)=NSC3=NC2=O)c(C)n1Cc1ccccc1,1,1,6,103,2,1,x,105
CC(=O)c1ccc(Cl)c(Cl)c1Cl,7,x,11,75,5,4,91,92
Cc1onc(-c2ccccc2)c1C(=O)OCC(=O)Nc1ccc(OC(F)(F)F)cc1,10,x,-5,96,5,0,90,92
O=C(CSc1nc(-c2ccccc2)cc(=O)[nH]1)Nc1ccc(F)c(F)c1,-7,2,0,98,-7,1,102,106
CN1CCN(C2Cc3cc(Cl)ccc3Sc3cc(F)ccc32)CC1 (stereo not given),-4,6,-9,101,0,-1,98,98
Cc1cccc(CCNC(=O)c2cc(S(=O)(=O)N3CCCCC3)c[nH]2)c1,-23,-7,-1,99,5,5,96,102
CCC(/C=N/NC(=O)C(N)=O)CC,-15,-9,-5,92,10,3,100,96
COC(=O)c1ccc(NC(=O)C(=O)N2CCN(C(=S)Nc3ccc(OC)cc3)CC2)cc1,-13,8,9,90,3,-1,99,96
COc1cc(OC)cc(C(=O)N[C@H](C(=O)NCc2ccco2)C(C)C)c1,1,-9,-10,101,-5,0,95,94
COc1ccc(C2=CSC3=NCCN23)cc1Br,13,7,-1,109,5,4,102,107

# Quoted from the listing.
# Entry of `CC(=O)c1ccc(Cl)c(Cl)c1Cl` in proCasp3 act: 5
# Entry of `CCN(C(=O)CSc1nnc(C)n1Cc1ccccc1)C1CCS(=O)(=O)C1` (stereo not given) in proCasp3 act: -5

# Additional structures:
SMILES,ZTA DNA inh,EBNA-1 inhibitor,procasp7 counter,LAP4 TOR yeast,proCasp3 act,AHR act,RPL19A TOR yeast,MEP2 TOR yeast
CCOC(=O)CC1C(=O)NCCN1S(=O)(=O)c1ccc(OC)cc1 (stereo not given),0,1,3,103,6,0,104,99
N=c1c2c(n(Cc3ccc(Br)cc3)c3c1CCC3)CCCC2,-7,3,-8,88,-4,2,102,106
COc1ccc(NC(=O)CSc2nnc(-c3ccc(F)cc3)o2)cn1,4,x,-1,98,-4,2,95,96
CC(=O)NC1(C(F)(F)F)N=C2SCCN2C1=O (stereo not given),9,-4,2,94,-1,-2,99,104
Cc1cc(C)cc(NC(=O)CN2C(=O)C3CC=CCC3C2=O)c1 (stereo not given),8,x,-5,89,3,9,91,92
COc1cc2c(cc1OC)C(c1cccc(OC)c1OC)CC(=O)N2 (stereo not given),1,8,4,89,5,14,96,99
COc1ccc2[nH]c3c(=O)n(CCCCCC(=O)NCCC(C)C)c(=S)[nH]c3c2c1,-9,-8,13,100,-2,5,99,66
CCCCN(C)CCCNC(=O)c1cn(CC)c2ccc(S(=O)(=O)N3CCc4ccccc4C3)cc2c1=O,-10,-6,4,92,9,1,94,87
Cc1cc(C)nc(SCCC(=O)Nc2ccccc2C)n1,-13,4,3,105,-8,1,105,103
Cc1c(Br)c([N+](=O)[O-])nn1CC(=O)Nc1ccc(C(C)C)cc1,14,-9,-6,102,0,10,104,105
COc1ccc(C(=O)Nc2cc(C(=O)NCCc3ccccc3)ccc2Cl)cc1,16,7,-3,113,5,13,92,97
Cc1ccc(C(=O)OC2CCN(c3ccc([N+](=O)[O-])cc3)CC2)cc1,3,4,-6,u,-7,-2,42*[may fluoresce violet],239*[may fluoresce violet]
O=S(=O)(c1cc(Cl)ccc1Cl)N1CCC2(CC1)OCCO2,-5,-3,2,89,-3,2,96,92
Cc1[nH]n(-c2ccccc2)c(=O)c1/C=N/NC(=O)C(C)C,-2,-6,4,104,1,6,98,94
CC(C)CCN(CC(=O)NC(C)(C)C)C(=O)C(=O)Nc1ccc2c(c1)OCCO2,11,1,3,93,-6,2,101,101
CCOC(=O)NC(=S)Nc1cccc(NC(=S)NC(=O)OCC)c1,-14,1,17,96,-6,2,96,100
COc1cccc(-c2cc(C(F)(F)F)n3nc(C(=O)N4CCCCC4c4cccnc4)cc3n2)c1 (stereo not given),-1,-9,5,88,-5,9,96,89
O=C(COc1ccc(F)cc1)Nc1ccc(S(=O)(=O)Nc2ncccn2)cc1,-7,-9,7,99,-18,0,101,102
COc1ccc(-c2nc(CSCC(=O)NCC3CCCO3)c(C)o2)cc1OC (stereo not given),-5,4,5,117,1,1,100,100
Cc1cccc(NC(=S)N2CCC(N(C)CC3CCCO3)CC2)c1 (stereo not given),-2,4,-4,99,-6,1,92,101
Cc1nn(Cc2ccc(Cl)cc2Cl)c(C)c1NC(=O)c1ccc(COc2cc(Cl)ccc2Cl)o1,2,11,4,101,-10,18,107,102
CCOc1ccc(C(=O)Nn2cnnc2)cc1,8,12,13,112,0,0,97,101
CCCn1c(SCc2nc(N)nc(N3CCCCC3)n2)nc2c1c(=O)n(C)c(=O)n2C,-25,-3,6,90,6,-1,99,96
Cc1ccc(-c2csc(Cc3nc(-c4cc5ccccc5oc4=O)cs3)n2)cc1,-2,-6,3,90,-12,1,95,88
COc1cccc2cc(C(=O)N3CCN(c4ccccc4F)CC3)c(=O)oc12,-3,-13,1,94,-5,0,97,84
# Further compounds:
SMILES,ZTA DNA inh,EBNA-1 inhibitor,procasp7 counter,LAP4 TOR yeast,proCasp3 act,AHR act,RPL19A TOR yeast,MEP2 TOR yeast
COc1ccc2cc(C(=O)NCc3ccco3)c(=O)oc2c1,-9,-10,-4,112,-15,12,104,104
O=C(Nc1ccccn1)C(NS(=O)(=O)c1cccc2nsnc12)c1ccccc1 (stereo not given),-18,-7,11,96,-11,4,97,98
O=C(CCCc1ccccc1)Nc1ccnn1C1CCN(Cc2ccccc2F)CC1,8,5,3,97,0,-1,97,97
CC1CCN(CC(=O)NCc2ccccc2)CC1,1,-4,-5,101,5,-1,x,101
O=C(NN1CCCCC1)c1cccc2ccccc12,4,3,0,103,5,1,98,98
O=C(COc1ccc(F)cc1)c1ccc2c(c1)CCCC2,-1,5,1,97,3,-2,91,93
COc1nc(-c2ccccc2)ccc1-c1noc(-c2ccccc2F)n1,-5,-2,6,93,3,1,93,101
CCCc1c(C)[nH]c2nc3ccccc3n2c1=O,3,2,7,101,2,9,98,92
COc1cc(OC)c(CN2CCN(c3ccc(F)cc3)CC2)cc1Br,5,6,-12,100,-3,-2,105,98
CN1CCN(Cc2cccc(Oc3ccc(Cl)cc3)c2)CC1,3,5,5,106,-2,3,100,101
COc1ccccc1N(CC(=O)N(CC(C)C)CC(C)C)S(=O)(=O)c1cccs1,-1,4,7,92,3,-1,97,88
COC(=O)c1ccc(NC(=O)c2cccnc2)cc1,-1,5,2,83,-3,-1,101,104
CCN(CC(=O)NCc1cccs1)S(=O)(=O)c1cccc(Br)c1,1,x,-2,87,12,-1,88,92
COc1ccc(CNS(=O)(=O)c2ccc(F)c(C(=O)Nc3ccccc3OC)c2)cc1,-8,-8,0,98,10,9,95,108
NC(=O)CSc1nnc(-c2ccco2)n1N,3,-10,1,100,3,-1,102,107
Cc1ccc(-n2nnnc2-c2cnn(-c3cccc(F)c3)c2C(F)(F)F)cc1,4,8,0,98,-6,1,96,91
Cc1cccc(C)c1NC(=O)NC1(C(=O)N2CCOCC2)CCCCC1,16,4,13,118,-3,1,102,115
N#CC1=C(N)SC(N)=C(C#N)C1c1ccc([N+](=O)[O-])cc1,9,-1,-15,114,-18,7,109,105
O=C1CCN(CCc2ccccc2)CCN1[C@H](CSc1ccc(Br)cc1)Cc1ccccc1,-12,0,0,x,-3,3,x,x
Cc1nn(C)cc1CNC(=O)Nc1ccc(Br)cc1Cl,2,4,8,87,3,6,99,100
CCOc1ccc(NC(=O)CN(C)C(=O)c2ccc(N3CCCCC3)c([N+](=O)[O-])c2)cc1OCC,-4,-9,1,99,-4,1,94,92
CC1CCCCC1NC(=O)C1CCCN(S(=O)(=O)c2ccc(-n3cnnn3)cc2)C1 (stereo not given),16,11,7,94,-1,1,101,102
Cc1cccc(/C=N/n2c(-c3ccccn3)n[nH]c2=S)c1,2,6,-6,95,-8,-1,96,88
COc1cc(SC)ccc1C(=O)NCCc1ccccc1,-10,6,-6,106,5,1,93,90
O=C(CSc1ccc2nnc(-c3ccc(F)cc3)n2n1)N1CCCc2ccccc21,1,-4,-5,88,1,21,101,100
# Remaining list, next part
SMILES,ZTA DNA inh,EBNA-1 inhibitor,procasp7 counter,LAP4 TOR yeast,proCasp3 act,AHR act,RPL19A TOR yeast,MEP2 TOR yeast
CC(NC(=O)COc1cccnc1[N+](=O)[O-])c1ccc(Cl)cc1Cl (stereo not given),-8,13,-3,116,1,14,102,106
Cc1cccc2sc(NC(=O)c3ccc(OCC4CCCO4)cc3)nc12 (stereo not given),-3,-2,8,98,-1,6,104,114
C[C@@H]1CC[C@H](O)/C=C/C(=O)O[C@H](C)CC[C@H](O)/C=C/C(=O)O1,7,2,4,100,3,2,93,104
O=C(COC(=O)c1ccc(O)cc1)NC1CCCCCC1,3,x,11,99,1,4,98,97
Cc1cc(C(C)(C)C)cc(C)c1N,3,4,3,97,1,-1,105,105
CC(=O)C1=C(O)C(=O)N(Cc2cccnc2)C1c1ccccc1Cl (stereo not given),-4,-1,2,106,2,-3,98,100
Cc1[nH]c2ccccc2c1CCN(Cc1cccs1)C(=S)Nc1ccccc1,16,4,-1,99,3,5,99,104
